Screens: PubChem, several laboratories
NOD2-RIPK2 inh – inhibitors of human NOD2-RIPK2 interaction; CHO BLA complementation NOD2-RIPK2, CCF4 ratio; inhibition, % at 4.98 µM; 360,000 compounds, 0.38% hits; AID 624267; in the data active means inhibition above about 21%;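 further: 0% = vehicle only and 100% = reference blocker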
COUP-TFII inh – inhibitors of human COUP-TFII (NR2F2) | P24468 | HEK293T NGFI-A luciferase reporter, luminescence | inhibition, % at 8.6 µM | 370,000 compounds, 0.7% hits;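 active means inhibition above a per-plate cutoff, mean inhibition of test wells between control levels plus 3 SD, cut at about 38% in these data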;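 further: cells cotransfected with COUP-TFII expression vector driving the NGFI-A reporter; 0% = median of COUP-TF2 test wells and 100% = reporter-only cells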
Target sequence (P24468 whole entry, looked up): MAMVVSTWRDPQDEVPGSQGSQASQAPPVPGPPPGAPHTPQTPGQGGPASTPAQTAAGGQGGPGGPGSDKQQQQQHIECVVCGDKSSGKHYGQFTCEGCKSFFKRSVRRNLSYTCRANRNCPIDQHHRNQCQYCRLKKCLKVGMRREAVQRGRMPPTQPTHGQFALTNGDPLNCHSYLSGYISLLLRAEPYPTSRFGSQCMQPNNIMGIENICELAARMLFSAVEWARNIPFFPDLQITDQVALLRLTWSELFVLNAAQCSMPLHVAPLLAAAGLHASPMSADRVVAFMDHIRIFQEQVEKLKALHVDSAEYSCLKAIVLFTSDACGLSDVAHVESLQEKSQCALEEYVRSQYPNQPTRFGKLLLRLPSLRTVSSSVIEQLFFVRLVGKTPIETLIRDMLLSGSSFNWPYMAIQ
SRC3 inh – inhibitors of human steroid receptor coactivator 3 (SRC3); 360,000 compounds, 0.17% hits; Q9Y6Q9; HEK293 GAL4-SRC3 luciferase reporter, luminescence; AID 588352; inhibition, % at 3.6 µM;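 active means inhibition above a per-campaign cutoff, the mean of all compounds plus 3 SD, cut at about 60% in these data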;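 further: 0% = DMSO-treated cells and 100% = gossypol-treated cells at 36 µM; higher means less SRC3-driven luciferase light from the GAL4 reporter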
NR5A2 inv ag – NR5A2 inverse agonism in reporter assay; inhibition, % at 3.6 µM; 360,000 compounds, 0.13% hits; HEK293T StAR-luciferase reporter, LRH-1 transfected, 24 h; AID 602396; O00482;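 active means inhibition above the mean inhibition of all tested compounds plus 3 SD, cut at about 73% in these data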;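 further: 0% = DMSO wells and 100% = reporter-only cells lacking LRH-1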
Target sequence (O00482 whole entry, looked up): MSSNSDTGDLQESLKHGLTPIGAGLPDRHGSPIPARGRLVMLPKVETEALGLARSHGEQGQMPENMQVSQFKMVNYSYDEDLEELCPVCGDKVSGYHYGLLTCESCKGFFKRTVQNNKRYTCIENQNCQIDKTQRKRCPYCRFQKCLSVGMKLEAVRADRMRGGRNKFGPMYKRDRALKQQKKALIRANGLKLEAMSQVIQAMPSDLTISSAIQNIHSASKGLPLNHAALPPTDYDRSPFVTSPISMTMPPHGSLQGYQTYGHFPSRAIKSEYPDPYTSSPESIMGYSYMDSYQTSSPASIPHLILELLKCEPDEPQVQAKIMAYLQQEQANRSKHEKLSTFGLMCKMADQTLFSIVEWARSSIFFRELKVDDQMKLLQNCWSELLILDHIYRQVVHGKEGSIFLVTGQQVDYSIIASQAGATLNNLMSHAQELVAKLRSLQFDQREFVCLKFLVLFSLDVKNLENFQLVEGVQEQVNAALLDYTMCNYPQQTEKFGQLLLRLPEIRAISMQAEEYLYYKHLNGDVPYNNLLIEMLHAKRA
TROY signal inh – blocks TROY-dependent signaling in reporter cells | Q293 LMP1-TROYcd NF-kB luciferase reporter, 4 h | inhibition, % at 10 µM | 360,000 compounds, 0.98% hits | AID 1347056;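 active means compounds whose plate-normalised and pattern-corrected inhibition of the luciferase reporter signal at the single screening dose is 50% or more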
ABHD5-PLIN5 inh – inhibitors of human ABHD5-perilipin-5 interaction. inhibition, % at 4 µM. 360,000 compounds, 0.78% hits. Split G. princeps luciferase complementation, luminescence, 4 h. AID 602281. Q00G26+Q8WTS1;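 active means inhibition above the mean inhibition across every tested compound plus 3 SD, cut at about 22% in these data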;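 further: 0% = DMSO only wells and the 100% control is not disclosed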
TWEAK Fn14 block – TWEAK-Fn14 signaling inhibition | AID 1159606 | 360,000 compounds, 2% hits | inhibition, % at 10 µM | TWEAK-stimulated Fn14 reporter cells, luciferase luminescence, 8 h; in the data active means inhibition above about 50%
SRC1 inh – inhibits human SRC1 coactivator. AID 588354. HEK293 GAL4-SRC1 luciferase reporter, luminescence. 360,000 compounds, 0.12% hits. inhibition, % at 3.6 µM;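 active means inhibition above the campaign mean plus 3 SD, with each screening campaign given its own cutoff, cut at about 60% in these data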;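 further: 0% = DMSO treated cells and 100% = gossypol at 36 µM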
SRC2 inh – human SRC2 (NCOA2) inhibition | Q15596 | HEK293 GAL4-SRC2 luciferase reporter, luminescence | inhibition, % at 9 µM | 370,000 compounds, 0.17% hits | AID 651957;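 active means inhibition above the mean inhibition of all tested compounds plus 3 SD, set per campaign, cut at about 52% in these data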;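 further: 0% = DMSO treated cells and 100% = cells given Gossypol at 36 µM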
TLR9-MyD88 inh – TLR9-MyD88 interaction inhibition; 340,000 compounds, 0.21% hits; CHO BLA complementation TLR9-MyD88, CCF4 FRET ratio; inhibition, % at 4.98 µM; AID 504734; Q9NR96+Q99836;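 active means inhibition above the mean over all tested compounds plus 3 SD, cut at about 21% in these data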;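 further: 0% = DMSO only wells and 100% = clavulanate BLA inhibitor control wells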
Exocytosis inh – lytic granule exocytosis inhibition; inhibition, % at 10 µM; AID 651702; 360,000 compounds, 0.66% hits; TALL-104 LAMP-1 surface exposure, flow cytometry; cells stimulated with thapsigargin and PMA;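 active means inhibition above about 55%, limit read from the data; inconclusive means no clear call, values can overlap the other calls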
Starred values were filed as active, the others as inactive; ? = inconclusive; . = no result given. An excerpt, so the mix of outcomes need not match the whole.

SMILES | NOD2-RIPK2 inh | COUP-TFII inh | SRC3 inh | NR5A2 inv ag | TROY signal inh | ABHD5-PLIN5 inh | TWEAK Fn14 block | SRC1 inh | SRC2 inh | TLR9-MyD88 inh | Exocytosis inh
COc1cc(C(=O)NCCC2=CCCCC2)ccc1OCc1c(C)noc1C | 12 | -7 | -4 | 13 | -10 | -1 | -11 | 3 | -10 | 4 | 2
COCCN1C(=O)C(=O)/C(=C(/O)c2ccc(S(=O)(=O)N3CCOCC3)cc2)C1c1ccc(O)cc1 (stereo not given) | -3 | 21 | -23 | 6 | 11 | 2 | 9 | -9 | -9 | 6 | -1
N#C/C(=N\Nc1ccccc1)C(N)=S | -8 | -13 | 9 | -6 | 31 | 5 | 30 | -34 | 13 | -7 | 14
Cc1cccc(NC(=O)CSCC(=O)Nc2cc(Cl)ccc2N2CCN(C)CC2)c1 | 3 | -7 | 7 | 14 | 19 | 14 | -12 | -4 | -1 | 7 | 16
Cc1cc(S(=O)(=O)N2CCC3(CC2)OCCO3)c(C)cc1Cl | 0 | -3 | 18 | 5 | 24 | 1 | 10 | 19 | 5 | 4 | 6
COc1ccccc1NC(=O)c1ccc(NC(=O)CN2C(=O)CN(C)C2=O)cc1 | 4 | -7 | 11 | 14 | 13 | -10 | 1 | 11 | 3 | -1 | -1
CC(=O)NNC(=O)c1cc2c3ccccc3n(C)c2s1 | -5 | -20 | -1 | -3 | -17 | 2 | -1 | 5 | 4 | -4 | 0
O=C(COC(=O)/C=C/c1cccc(Cl)c1)Nc1ccc2[nH]c(=O)[nH]c2c1 | 0 | -3 | 9 | -1 | 10 | -6 | -1 | 0 | -18 | 11 | -1
CC(C)[C@H](NC(=O)c1ccco1)C(=O)NC12CC3CC(CC(C3)C1)C2 | -5 | 15 | 7 | 0 | 25 | 8 | -12 | -33 | 6 | 0 | 7
O=C(NCc1ccccc1)C(=O)NCC1OCCN1S(=O)(=O)c1ccc([N+](=O)[O-])cc1 (stereo not given) | -8 | 10 | -14 | -3 | 8 | 1 | 10 | 5 | 16 | -2 | 1
Cc1ccc(OCCCn2c(=O)sc3ccccc32)cc1 | 1 | 2 | 10 | -13 | -48 | -4 | -14 | -46 | -11 | 4 | 2
COc1ccc(Br)c(C(=O)N2CCN(S(=O)(=O)/C=C/c3ccccc3)CC2)c1 | -4 | 8 | 3 | 22 | -20 | -8 | -16 | -21 | 11 | 1 | 2
Cc1ccc2cc(CN(CC3CCCO3)C(=S)NCc3ccco3)c(=O)[nH]c2c1 (stereo not given) | 0 | 4 | 5 | 20 | -12 | 7 | 18 | 2 | 5 | 7 | -6
O=[N+]([O-])c1ccc(NC(c2ccccc2)c2ccc3cccnc3c2O)cc1 (stereo not given) | 8 | -15 | 87* | 38 | 0 | 13 | 4 | 73* | 20 | 8 | -16
CCNC(=O)C1CCCN(C(=O)c2cccc3ccccc23)CC1 (stereo not given) | -9 | 5 | 10 | 4 | -10 | -3 | -10 | 0 | 2 | . | 14
O=C(CCCN1C(=O)c2cccnc2C1=O)Nc1ccc(Br)cc1 | -16 | -7 | -2 | 6 | -7 | 0 | -8 | 6 | 18 | -3 | -4
CC(C)CN1CCN(CCCOC(=O)Nc2cccc3ccccc23)CC1C (stereo not given) | -3 | 0 | 7 | -9 | 5 | 0 | -4 | 11 | 5 | -1 | 1
O=C(Cc1ccccc1[N+](=O)[O-])Nc1cccc(S(=O)(=O)NC2=NCCCCC2)c1 | -3 | 1 | -3 | -10 | 1 | 1 | 3 | -10 | -10 | 3 | -8
COc1ccc(N2CCN(C(=O)COC(=O)c3cccc(OC)c3O)CC2)cc1 | 8 | 9 | -4 | 29 | -3 | 4 | 15 | -1 | 13 | 6 | -3
CC(C)c1ccc(NC(=O)Nc2nc(C(N)C3CCCCC3)cs2)cc1 (stereo not given) | -2 | -11 | 3 | -5 | -4 | -11 | -15 | 6 | -1 | . | 16
O=c1ccnc(SCCc2ccc([N+](=O)[O-])cc2)[nH]1 | -1 | 13 | 17 | 3 | -6 | 4 | -27 | -15 | -26 | 3 | 0
Cc1ccc(NC(=O)C(=O)NN=C2CCCC2)cc1C | 4 | 0 | -3 | 0 | -26 | 0 | -10 | -24 | -21 | 7 | -2
CCC1=C2CC[C@H]3C(=O)N(CC)C(=O)[C@H]3[C@H]2[C@@]2(Cc3ccccc3)C(=NCc3ccccc3)OC(=O)N2C1=O | -4 | -2 | -8 | -11 | -3 | -3 | 4 | -5 | -4 | 3 | -2
O=C(Nc1ccncc1)C1CCN(S(=O)(=O)c2ccc(Cl)cc2)CC1 | 0 | 22 | 8 | 1 | 18 | -5 | -4 | -7 | -2 | 0 | -5
CCC/C=N/Nc1nnc(Cc2ccc(OC)c(OC)c2)c(=O)[nH]1 | -7 | -9 | 9 | 4 | 1 | 1 | 2 | 6 | -4 | 10 | 7
O=C(CN1C(=O)NC2(CCCC2)C1=O)Nc1ccc(Cl)cc1C(F)(F)F | 5 | 6 | 2 | -12 | -14 | -6 | -3 | 0 | -15 | -4 | -10
COc1cc(C(=O)N2CCCCC2c2cc(C(=O)NCc3cccnc3)no2)cc(OC)c1C (stereo not given) | 6 | 15 | -8 | -11 | -10 | -3 | 1 | 3 | 24 | . | -2
COc1ccc(CN(C)C(=O)C23CC4CC(CC(C4)C2)C3)c(OC)c1 | -2 | 2 | 8 | -4 | 0 | -5 | 4 | -12 | 14 | -4 | ?
CSc1nc(N2CCOCC2)c2sccc2n1 | 2 | -8 | 10 | 8 | -5 | 0 | 20 | -36 | 11 | -7 | 15
Cc1cccc(OCC(=O)N/N=C/CC(C)c2ccccc2)c1C (stereo not given) | 0 | 6 | 16 | -12 | 5 | -3 | 20 | 3 | 4 | 14 | -2
CC(=O)Nc1ccc(S(=O)(=O)NNc2cccc(C)c2)cc1 | -7 | 18 | -16 | 12 | 4 | -16 | 4 | -15 | -12 | 0 | -4
CC(C)C#Cc1cnc2c(c1)C(=O)N([C@H](C)CO)C[C@@H](C)[C@H](CN(C)C(=O)Nc1ccccc1F)O2 | -9 | 18 | -20 | -3 | -16 | 4 | -3 | -3 | -6 | -2 | -5
CCc1cccc(CC)c1NC(=O)C(CC)Sc1nc2ccncc2[nH]1 (stereo not given) | 2 | -3 | -7 | 10 | -18 | -8 | -26 | -12 | -2 | 3 | 26
CC(=O)NC1(c2ccccc2)CCN(Cc2nnnn2C(C)(C)C)CC1 | -14 | -15 | -2 | 7 | -31 | 3 | 3 | 3 | 17 | -5 | 1
COC(=O)c1cccc(NC(=O)CSc2nnc(COc3ccc(C#N)cc3)n2-c2ccccc2)c1 | 0 | -1 | 1 | 13 | 4 | 2 | 6 | -42 | 16 | -10 | 2
COc1ccc(C(=O)NCC(C)(C)SCc2c(C)cc(C)cc2C)cc1 | -3 | -3 | 24 | -6 | 39 | -6 | 17 | -5 | 22 | -1 | -2
CCN1CCN(Cc2c(C)[nH]c3ccc(OC)cc3c2=O)CC1 | -1 | -12 | 12 | 6 | -13 | 3 | -26 | 12 | -5 | -3 | 4
Fc1ccc(Nc2ccc3ccccc3n2)c(F)c1 | -7 | -16 | -134 | -142 | -2 | -10 | 52* | -95 | -68 | 5 | 1
Cn1c(C(=O)NCCCN2CCOCC2)cc2c(=O)n(C)c3ccccc3c21 | 0 | -11 | 8 | -8 | -9 | 3 | -9 | -14 | -14 | 2 | 2
CCC[C@H]1CCCC/C=C\CCCC(=O)OCCN1C(=O)OC(C)(C)C | -5 | 0 | 17 | 20 | 12 | -8 | 5 | -2 | -6 | 12 | 0
COc1ccc2c(c1)[nH]c1c(=O)n(Cc3ccco3)cnc12 | 2 | -8 | -30 | -46 | -15 | -1 | -15 | -12 | -17 | 4 | 0
COCCN(C(=O)CCc1ccc(OC)cc1)c1nnc(-c2ccncc2)s1 | 8 | 15 | -25 | 8 | -20 | 2 | -3 | -26 | -17 | -3 | -4
CCOC(=O)c1sc(NC(C)=O)c(C(=O)OCC)c1C | 3 | -3 | 8 | -6 | 4 | -4 | 5 | -12 | 7 | -3 | 23
COC(OC)c1ccnc(-c2ccc(OC(C)=O)cc2)n1 | -1 | -12 | 0 | -3 | -38 | 7 | -18 | -15 | 2 | 5 | -1
CCc1nc2ccc(C(=O)Nc3cccc(NS(C)(=O)=O)c3)cn2c1N(C)CCN1CCOCC1 | -4 | 12 | -29 | -14 | -5 | -2 | -25 | 1 | -15 | . | 1
C=CCn1nnnc1-c1cc(Cl)cc(Cl)c1 | -13 | -1 | 12 | 18 | 7 | -3 | -2 | 14 | 1 | -2 | -2
O=C(Cc1csc(NC(=O)c2ccccc2)n1)NO | 5 | 1 | 12 | -4 | 8 | 3 | -13 | 8 | -15 | -1 | 2
CCn1c(Cc2cccs2)nnc1SCC(=O)NC1CC1 | -4 | -4 | -1 | -4 | 13 | -3 | 15 | -5 | -13 | -4 | -1
CC1CCCN(C(=O)CSc2nnc(-c3ccc(O)cc3)o2)C1 (stereo not given) | 6 | 1 | -5 | -20 | -14 | -3 | -1 | 5 | -4 | -4 | -2
O=C(O)c1cccc(Cn2c(Cl)c(/C=N/Nc3ccccc3)sc2=O)c1 | 0 | . | 16 | -14 | -14 | 8 | 17 | -12 | . | -7 | 1
Cc1ccnc2nc(C(=O)Nc3nnc(-c4ccccc4)o3)nn12 | 4 | -4 | 16 | -3 | -18 | -7 | -7 | -16 | -8 | 3 | -2
